Screening results from PubChem BioAssay.
TCR act: activators of T cell receptors; primary human leukocytes, anti-CD3, IL-2 HTRF, 48 h; Potency, µM (series often up to 9.22 µM), inactives show at the highest dose activation of IL-2 secretion, most hits filed as activators; 330,000 tested, under 10 active; AID 504894; note: % of control where 0% means no effect
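TCR engagement came from a-CD3 beads alone, with compounds added to primary human leukocytes for 48 hr. Secreted IL-2 bridged europium cryptate- and d2-labelled anti-IL-2 antibodies, giving FRET emission at 665nm after 320nm excitation.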
CXXC DNA block: MLL CXXC-DNA interaction inhibition | Potency, µM (top dose mostly 115 µM), inactives show top-dose activity change, negative = inhibition, usual class: inhibitors | 290,000 compounds, 0.037% hits | Q03164 | AID 2662 | MLL-CXXC / FITC-HOXA9 DNA fluorescence polarization; active = well fitted inhibition curve with a large enough effect in the polarisation, with a control signal flat, not every such curve was filed as active; inconclusive = small, poorly fitted or top-dose-only effect, or effect the other way, or a change in a side signal; inactive = no such curve, though single readings can be large or run the other way; the % refers to the polarisation; note: potency is the fitted concentration of half-maximal effect
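Fluorescence polarization: 7 uM MLL-CXXC (stock) preincubated 5 min with compounds, then 50 nM fluorescein-HOX-A9 DNA (stock) added; 30 min ambient. Buffer 50 mM Tris-HCl pH 7.5, 50 mM NaCl, 1 mM DTT, 0.05% BSA.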
MBNL1-CUG inh: blocks human MBNL1 binding to CUG repeat RNA. Q9NR56. TR-FRET MBNL1-His/biotin-(CUG)12 binding, 665/545 ratio. Potency, µM (highest dose often 57.5 µM), for inactives: at the top dose activity change, negative = inhibition, most hits filed as inhibitors. 280,000 compounds, 0.036% hits. AID 2675; active = well fitted inhibition curve with a large enough effect in the signal ratio, with a control signal flat, not every such curve was filed as active; inconclusive = small, poorly fitted or top-dose-only effect, or effect the other way, or a change in a side signal; inactive = no such curve, though single readings can be large or run the other way; the % refers to the signal ratio; note: potency is the fitted concentration of half-maximal effect; % is set by controls: 0 for no effect and ±100 for the full control effect
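TR-FRET readout: Ex 340 nm, 665/545 nm emission ratio, normalized to buffer-only (basal) and MBNL1-(CUG)12 controls. Complex of MBNL1-His with Biotin-(CUG)12, compounds 92 nM–58 uM, incubated 60 min at room temperature.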
TSG101-PTAP inh: blocks PTAP/TSG101 interaction to inhibit HIV-1 budding; Fluorescence polarization, FITC-PTAP peptide / Tsg101 binding; Potency, µM (highest dose often 115 µM), for inactives: top-dose activity change, negative = inhibition, usual class: inhibitors; 340,000 tested, under 10 active; active = well fitted inhibition curve with a large enough effect in the main read-out, with a control signal flat, not every such curve was filed as active; inconclusive = small, poorly fitted or top-dose-only effect, or effect the other way, or a change in a side signal; inactive = no such curve, though single readings can be large or run the other way; note: potency is the fitted concentration of half-maximal effect; % of control where 0% means no effect
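Fluorescence polarization binding of Tsg101 binding domain (10 uM final) to FITC-labeled PTAP peptide (50 nM final) in HEPES pH 7.5 buffer with NaCl, Tween 20, EDTA, TCEP. Compounds added before peptide; binding 20 min at RT.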
Integrin act MD: integrin-mediated muscular dystrophy alleviation activation | alpha7betagal myoblasts, beta-gal FDG fluorescence, 48 h | Potency, µM (series often up to 38.3 µM), inactives show at the highest dose activation, most hits filed as activators | 350,000 compounds, 0.064% hits | AID 624291;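 note: potency is the fitted concentration of half-maximal effect; 100% = response of the positive control SU9516; nearly all actives have a fitted effect of over 60% in size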
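Alpha7betagal+/- myoblasts (passage 13) were plated 16-24 hr, then exposed to compounds (1:260 dilution of DMSO stock) for 48 hours at 37C. After MPER lysis, β-galactosidase reporter activity was read as FDG fluorescence (ex 480/em 540) after 30 minutes.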
TSHR antag: antagonists of human thyroid stimulating hormone receptor; P16473; TSHR-expressing cells, TSH-stimulated cAMP HTRF, 2 h; hits give low values; activity change, negative = inhibition, % at 11.5 µM; 330,000 compounds, 0.2% hits; AID 504810;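 active = activity change below a set negative limit, meaning inhibition stronger than a set level, cut at about -70% in these data; inconclusive = activity change between two set negative limits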; note: % is set by controls: 0 for no effect and ±100 for the full control effect
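Read-out is FRET at 665 nm (cryptate excitation 337 nm) from a cryptate-tagged anti-cAMP antibody, competed by cell cAMP against cAMP-d2. Compounds are tested on freshly harvested TSHR cells challenged with 4nM TSH (EC80) for 2 hours at 37 deg C.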
Menin-MLL TR inh: displaces Texas Red mutant MLL peptide from human menin; Menin + Texas Red MLL mutant peptide, fluorescence polarization; AID 1768; 270,000 compounds, 0.23% hits; Potency, µM (titrated, usually from 61.6 µM), for the others: top-dose FP activity change, negative = inhibition, hits mostly inhibitors; active = well fitted inhibition curve with a large enough effect in the polarisation, with a control signal flat, not every such curve was filed as active; inconclusive = small, poorly fitted or top-dose-only effect, or effect the other way, or a change in a side signal; inactive = no such curve, though single readings can be large or run the other way; the % refers to the polarisation; note: potency is the fitted concentration of half-maximal effect; % of control where 0% means no effect; many of its hits are not listed in these tables
Mito fusion yeast: inhibitors of mitochondrial division or activators of mitochondrial fusion | 320,000 compounds, 0.23% hits | S. cerevisiae fusion-defective mutant growth rescue, CellTiterGlo 48 h | Potency, µM (titrated, usually from 46.1 µM), for the others: top-dose growth rescue (activation), most hits filed as activators;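 note: potency is the fitted concentration of half-maximal effect; % of control where 0% means no effect; nearly all actives have a fitted effect of over 45% in size; temperature-sensitive fusion mutants such as fzo1-1 at 37 °C on non-fermentable ethanol glycerol medium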
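Yeast fusion mutant, YPEG (non-fermentable carbon), compound, 48 h at 37C non-permissive; CellTiterGlo added, 10 min RT, luminescence read. Rescued growth = division inhibition.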
AT treatment: potential ataxia-telangiectasia treatments restoring KAP-1 phosphorylation | 320,000 compounds, 0.19% hits | AID 485349 | […] A-T fibroblasts, KAP-1 phosphorylation AlphaLISA; neocarzinostatin DNA damage 30 min before lysis | Potency, µM (doses to about 57.5 µM), inactives show at the highest dose activation, most hits filed as activators; note: potency is the fitted concentration of half-maximal effect; % of control where 0% means no effect; nearly all actives have a fitted effect of over 45% in size
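ATM-like activity read as KAP-1 phosphorylation via AlphaLISA donor/acceptor antibody pairs after lysis and 6 hr at 25C. Cells were ATM-null patient fibroblasts ([…], hTERT), dosed 60 min, then exposed to the DSB inducer NCS for 30 min.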
S-ASM inh: inhibitors of human secretory acid sphingomyelinase. placental ASM, HMU-PC fluorogenic substrate, 60 min. Potency, µM (highest dose often 57.5 µM), inactives show at the highest dose activity change, negative = inhibition, most hits filed as inhibitors. P17405. AID 504937. 340,000 compounds, 0.006% hits; note: potency is the fitted concentration of half-maximal effect
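HMU-PC0 cleavage (9 uM final) by human placental ASM, 60 min at 37 °C following 10 min compound exposure at RT; stopped at pH 10, fluorescence Ex 386/Em 447 nm.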
* = called active by the depositor; i = inactive; ? = inconclusive; · = not tested or not shown; [ ] = dose if it differs, or a comment. Unless noted, calls come from the whole dose curve; as a rule, active = well fitted curve in the direction sought with a large enough effect; inconclusive = small, poorly fitted or top-dose-only effect, or another doubt; inactive = no such curve, though single readings can be large; an effect the other way counts as inactive or inconclusive. These rows are one share of the data; rates above refer to the full screens.

SMILES	TCR act	CXXC DNA block	MBNL1-CUG inh	TSG101-PTAP inh	Integrin act MD	TSHR antag	Menin-MLL TR inh	Mito fusion yeast	AT treatment	S-ASM inh
Oc1ccccc1CNCCCN1CCOCC1	·	4%	0%	0%	?	7	?	0%	2%	1%
O=C1NCCOC(=O)[C@@H](Cc2ccc(F)cc2)CC/C=C/C[C@@H]1CC(=O)N(CCO)Cc1ccccc1	-6%	·	·	-2%	-24%	-15	·	·	2%	1%
c1ccc(CNc2c(-c3cccc(SC4CCCCC4)c3)nc3ccccn23)cc1	-10%	·	·	-4%	-41%	-32	·	·	29%	382%[activator]
Cc1ccc(CSCCNS(=O)(=O)c2ccccc2)cc1	-9%[46.1 µM]	0%	·	-1%	2%	-5	11%	14%	-1%	1%
COc1ccc(N2C(=O)CC(c3ccccc3)C2=O)cc1 (centres undefined)	-3%	14%	-3%	-2%	26%	-2	·	-3%	5%	-1%
COc1ccccc1NS(=O)(=O)c1cc(C(=O)N2CCCC2)ccc1F	·	·	·	-2%	-9%	-13	·	1%	-1%	-5%
COc1ccc(-n2nc(C(=O)Nc3ccc4c(c3)OCO4)c3ccccc3c2=O)cc1	2%	30%[activator]	6%	1%	-5%	-7	-27%	-1%	2%	-20%
CC(=O)c1cccc(NC(=O)CC2S/C(=N/N=C3CCCCCC3)NC2=O)c1 (centres undefined)	6%	6%	0%	-3%	14%	-5	22%	10%	2%	8%
COc1ccc(-c2cc(C(F)(F)F)n3ncc(C(=O)N4CCc5ccccc5C4)c3n2)cc1	-4%	4%	23%	2%	-11%	-8	6%	11%	0%	74%[activator]
Cc1cccc(NC(=O)c2ccc(S(=O)(=O)N3CCCCCC3)cc2)n1	2%	·	·	-6%	-52%[inhibitor]	-26	·	9%	16%	4%
O=C(NCC12CC3CC(CC(C3)C1)C2)c1nn2cccnc2c1Cl	-40%	-4%	11%	0%	9%	8	?	18%	-3%	-2%
O=C(c1cc(-c2cccc(Cl)c2)on1)N1CCN(c2ccccc2)CC1	5%	6%	-12%	-4%	?	-27	6%	3%	3%	-10%
N#Cc1ccc(C23CC4(C2)[C@H](CN(P(=O)(c2ccccc2)c2ccccc2)[C@@H]4c2ccccc2)C3c2ccc(Cl)nc2)cc1 (some centres undefined)	5%	11%	3%	-1%	-30%	4	-2%	-26%	0%	10%
O=C(c1ccccc1F)N1CCN(c2ccc([N+](=O)[O-])c3cccnc23)CC1	-5%	-4%	?	1%	24%	-18	-9%	3%	4%	-8%
COc1ccccc1-c1nc(C(N)=O)c2[nH]c(=O)n(-c3cccc(C)c3)c2n1	-2%	3%	-9%	0%	23%	-16	9%	-1%	-3%	112%[activator]
CCCCNC(=S)N1CCC(Cc2ccccc2)CC1	8%	4%	-2%	2%	?	-10	9%	-3%	3%	-4%
CC(C)(C)NC(=O)c1ccc(COc2ccc(Cl)cc2Cl)o1	-2%	?	-9%	5%	-30%	3	5%	10%	14%	-9%
Cc1nn(C)c(Oc2cccc(Cl)c2)c1C=O	-6%	-11%	-9%	-7%	-15%	9	-4%	-3%	-4%	1%
CCN(CC)CCn1cnc2c1c(=O)[nH]c(=O)n2Cc1ccccc1	-5%	6%	-3%	-4%	0%	-6	?	0%	-13%	1%
Clc1ccc(N/N=C/c2ccncc2)cc1Cl	4%[46.1 µM]	15%	-4%	-4%	5%	-14	24%	?	1%	0%
N#Cc1cnc(Sc2ccccc2)nc1	-1%	-7%	·	2%	-21%	9	0%	-5%	0%	1%
Cc1ccc(N(C(=O)Cc2cccs2)C(C(=O)NCC2CCCO2)c2ccncc2)cc1 (centres undefined)	0%	14%	-17%	-1%	-20%	4	-17%	8%	1%	-1%
O=C(NCC(c1cccnc1)N1CCN(c2ccc(F)cc2)CC1)c1ccc(F)cc1 (centres undefined)	-1%	-3%	-12%	-3%	-9%	2	?	9%	·	-3%
O=C(O)c1ccc(-c2nc(-c3ccccc3)c(-c3cccs3)[nH]2)cc1	2%	-8%	?	0%	17%	-10	·	3%	-3%	28%
CCn1c(O)c(/C=C/C=C/C=Nc2ccccc2)sc1=S	0%	1%	-4%	0%	7%	-2	24%	2%	8%	-5%

Carrying on:
SMILES	TCR act	CXXC DNA block	MBNL1-CUG inh	TSG101-PTAP inh	Integrin act MD	TSHR antag	Menin-MLL TR inh	Mito fusion yeast	AT treatment	S-ASM inh
COc1ccc(NC(=O)Nc2ccc(C(=O)N3CCOCC3)cc2)cc1	-6%	0%	4%	-5%	-8%	8	-7%	-5%	0%	1%
COC(=O)c1ccc2c(=O)n(CCCCCC(=O)NC(C)C)c(=O)[nH]c2c1	·	17%	·	-1%	-8%	-2	-3%	3%	5%	·
COc1ccc(C)cc1S(=O)(=O)N1CCC(C(=O)NC2CCCC2)CC1	5%	-2%	2%	-5%	13%	-1	·	0%	23%	6%
C/C(=N\NC(=O)c1cccc(N/N=C(\C)c2ccccc2)c1)c1ccccc1	6%[46.1 µM]	1%	-9%	0%	-7%	5	?	3%	0%	-1%
Cc1c(C(C)(C)O)[nH]c2ccc(C(F)(F)F)cc12	1%	3%	-2%	-6%	-3%	54	?	2%	10%	-6%
O=C(c1cc2c(=O)n3ccccc3nc2s1)N1CCOCC1	-7%	3%	16%	0%	8%	2	·	1%	0%	i
CCC(C)[C@H](NC(=O)N1CCn2c1nc1ccccc12)C(=O)NCCc1ccc(OC)c(OC)c1 (some centres undefined)	-2%	18%	-7%	-8%	-3%	12	-28%	-1%	-1%	-1%
CCc1nnc(NC(=O)CCC(=O)N2CCN(Cc3ccc(Cl)cc3)CC2)s1	2%	-1%	-6%	-2%	10%	0	3%	1%	-6%	4%
Cc1cc(C(F)(F)F)nn1CC(=O)NCc1ccco1	-52%	-5%	2%	-2%	11%	22	9%	1%	3%	5%
Cn1cccc1C(=O)OCC(=O)NC(=O)NC1CCCCC1	1%	-3%	0%	-1%	7%	24	-11%	0%	-1%	18%
O=C(Nc1c(S(=O)(=O)c2ccc(Cl)cc2)csc1Br)c1ccccc1Cl	0%	6%	1%	-6%	-1%	-4	·	7%	-2%	-5%
COc1cc(OC)c(C(=O)N2CCN(c3ccccn3)CC2)cc1OC	3%	6%	-1%	2%	-36%	-1	0%	0%	0%	0%
COc1ccc(NC(=O)CCC(=O)NCCO)cc1	-1%	-8%	2%	-1%	7%	-28	-22%	14%	2%	3%
O=C(CN1C(=O)CCSc2ccc(S(=O)(=O)N3CCCC3)cc21)Nc1ccccc1	-5%	-9%	-4%	-1%	22%	14	?	-6%	-5%	7%
CSc1ncccc1C(=O)OCC(=O)NCc1cccs1	5%[46.1 µM]	·	·	5%	0%	29	·	·	1%	2%
Cc1ccc(CN2C(=O)CCC2C(=O)NCCN2CCOCC2)cc1 (centres undefined)	5%	3%	-2%	-3%	-1%	6	-11%	1%	-6%	1%
CCOc1cc(-c2cc(-c3ccc(C)o3)nc(N)c2C#N)ccc1O	1%	28%	23%	-4%	0%	-5	-2%	-1%	7%	308%[activator]
Cc1ncoc1C(=O)N1CCCC(C(=O)c2ccc3c4c(cccc24)CC3)C1 (centres undefined)	-6%	-8%	35%[activator]	-6%	8%	-6	-8%	6%	8%	13%
COc1ccc(C2C(C(C)=O)=C(O)C(=O)N2c2nccs2)cc1 (centres undefined)	9%	-8%	?	0%	-24%	·	?	-1%	·	1%
CC(=NNC(=S)N1CCCCCC1)c1cccc2cccnc12	-7%	·	·	-3%	-36%	·	·	·	·	-12%
Cc1csc2c(N3CCN(S(=O)(=O)c4ccc(Cl)cc4)CC3)ncnc12	0%	0%	6%	-7%	18%	0	·	-5%	-4%	3%
Cc1ccccc1NC(=O)c1ccccc1NC(=O)Cc1cccc2ccccc12	-7%[46.1 µM]	-6%	?	1%	15%	52	15%	9%	-3%	-2%
COc1cc(NC(=O)COc2ccc(F)cc2)nc(OC)n1	5%	1%	5%	-5%	-2%	-16	3%	-1%	5%	0%
Clc1ccc(-n2c(SCc3nc4ccccc4[nH]3)nnc2-c2ccncc2)cc1	·	1%	42%[activator]	·	-19%	-4	-2%	4%	12%	2%
C[C@H](NC(=O)c1[nH]cnc1C(=O)N[C@H](C)c1ccccc1)c1ccccc1	-3%	·	·	·	11%	-7	·	10%	9%	1%
Cc1nnc(SCC(=O)Nc2cc(C(C)(C)C)nn2-c2ccccc2)s1	10%[46.1 µM]	-3%	-5%	0%	24%	3	6%	-1%	3%	6%
